EBV LMP1 NFkB: Epstein-Barr LMP1 NF-kappaB reporter inhibition. LMP1-induced NF-kappaB luciferase reporter cells, luminescence. inhibition, % at 12.5 µM. hit rate 0.69% among 350,000. AID 504558; in the data active means inhibition above about 41%;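 further: 0% = neutral control wells and 100% = reference inhibitor control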
TRAIL sens C8: sensitizes caspase-8 expressing cells to TRAIL. NB7+C8 cells + TRAIL, ATPlite viability luminescence. hit rate 1% among 360,000. inhibition (viability loss, TRAIL sensitization), % at 10 µM. AID 624354;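 active means compounds causing at least 50% loss of cell viability in the single-dose screen, relative to plate controls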
KKLEB tox: CF airway cell cytotoxicity counter-screen | activity change (cytotoxicity), % at 5 µM | AID 602141 | KKLEB CF airway cells viability, ATPlite luminescence, overnight; active compounds read low; cells stimulated with P. aeruginosa culture filtrate | hit rate 0.36% among 360,000;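 active means corrected activity change at or below -50% at 5 µM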
hiPSC survival: increases survival of single human iPS cells; hiPSC single-cell survival, ATPlite luminescence; 100% = ROCK inhibitor wells, 0% = DMSO; survival enhancement, % at 20 µM; hit rate 0.044% among 360,000; AID 602274; in the data active means survival enhancement above about 18%;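 further: cells exposed to compounds for 16 hours before the ATP read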
MITF TRPM1 inh: inhibitors of MITF-driven TRPM1 promoter in melanoma cells; hit rate 0.83% among 330,000; SK-MEL-5 TRPM1 promoter luciferase, 24 h; inhibition, % at 12.5 µM; AID 488899;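 active means mean inhibition across replicates of 60% or more, whatever share of single replicates reaches that level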; further: values of inactives mirror those of a sister screen read the other way
HIF-2a block: blocks HIF-2a reporter activity; 786-0 RCC cells HIF-2a reporter, luciferase luminescence, overnight; inhibition, % at 18.8 µM; AID 624352; hit rate 0.72% among 360,000;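 active means inhibition of the luminescence signal of 40% or more relative to plate controls, in a single-dose primary screen at 18.75 µM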
Shn3 inh set2: reduces Shn3 3'UTR luciferase signal in osteoblasts; AID 588674; inhibition, % at 12.5 µM; Clone20 osteoblast Shn3 3'UTR firefly luciferase, 24 h; hit rate 0.52% among 360,000;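 active means mean inhibition of at least 75% with every replicate also reaching 75%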;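 further: 0% = median of neutral control wells and 100% = pilot-screen positive control compound; some compounds past the cut are filed as inactive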
Peg3 promoter: inhibitors of Peg3 promoter; HeLa PEG-Prom luciferase reporter, luminescence, overnight; hit rate 1.7% among 360,000; inhibition, % at 20 µM;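 active means inhibition of at least 50% at 20 µM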
CF NFkB inh: blocks PAF-induced NF-kB reporter in cystic fibrosis cells | KKLEB NF-kB-GFP reporter, GFP fluorescence overnight | inhibition, % at 5 µM | hit rate 0.86% among 360,000 | AID 588850;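 active means at least 50% inhibition at 5 µM, scaled per plate between neutral and stimulator controls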;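 further: PAF is a Pseudomonas aeruginosa culture filtrate used as stimulus; plate controls were PAF-stimulated DMSO wells for no effect and unstimulated DMSO wells for full effect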
NR2E3 ag-1: agonists of human NR2E3 nuclear receptor; Q9Y5X4; CHO-S Gal4-NCOR/VP16-NR2E3 two-hybrid, luciferase; AID 602229; inhibition of corepressor binding, % at 3.98 µM; hit rate 0.35% among 360,000;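 active means inhibition above the mean of all tested compounds plus 3 SD, cut at about 70% in these data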;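 further: 0% = DMSO with NR2E3 transfected cells and 100% = cells lacking NR2E3 construct; higher means lower luciferase signal from less NR2E3 corepressor binding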
Target sequence (Q9Y5X4 whole entry, looked up, the tested form may be a part): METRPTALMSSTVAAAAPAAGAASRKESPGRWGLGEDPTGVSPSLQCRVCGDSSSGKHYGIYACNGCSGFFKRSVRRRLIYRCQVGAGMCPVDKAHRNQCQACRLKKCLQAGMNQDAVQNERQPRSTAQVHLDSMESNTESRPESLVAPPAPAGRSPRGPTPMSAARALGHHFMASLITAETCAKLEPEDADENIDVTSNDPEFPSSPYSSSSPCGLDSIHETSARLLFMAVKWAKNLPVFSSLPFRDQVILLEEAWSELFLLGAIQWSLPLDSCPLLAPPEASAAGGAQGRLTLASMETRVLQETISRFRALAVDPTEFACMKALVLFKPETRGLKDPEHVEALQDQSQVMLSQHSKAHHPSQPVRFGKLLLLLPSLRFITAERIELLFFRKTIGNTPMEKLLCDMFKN
NR2E3 ag-2: agonists of human nuclear receptor NR2E3; GST-NR2E3/biotin-RetCOR TR-FRET, 1536-well; inhibition of corepressor binding, % at 4.78 µM; hit rate 0.12% among 320,000; AID 2300;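 active means percent inhibition above the cutoff of mean plus 3 SD of all tested compounds, set per screening campaign, cut at about 20% in these data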;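 further: 0% = DMSO wells and 100% = biotin wells as full block of FRET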
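Test system – NR2E3–RetCOR corepressor complex · Quantity – NR2E3 fusion 1.35 nM · Buffer or medium – Tris pH 7.5 · Incubation – Compound–protein incubation for 5 h at 4 °C · Technique – TR-FRET, Eu(K)-anti-GST donor, streptavidin-D2 acceptor, ex 340, em 617/671 nm · Evaluation – percent inhibition of 671/617 nm emission ratio versus biotin and DMSO controls · Plate – 1536-well format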
An asterisk follows results filed as active; nt = not tested or not shown. This is a subset (hit frequency here may not be typical).

compound,Shn3 inh set2,EBV LMP1 NFkB,NR2E3 ag-2,hiPSC survival,KKLEB tox,NR2E3 ag-1,Peg3 promoter,HIF-2a block,CF NFkB inh,TRAIL sens C8,MITF TRPM1 inh
O=C(/C=C/c1ccccc1)OCc1cncs1,-11,-7,0,0.7,-3,-20,-132,-20,17,6,-6
Cc1cccc(-c2nc(CN3CCN(Cc4cccc(F)c4)CC3)c(C)o2)c1,-26,0,5,-0.5,4,-5,11,-2,2,-8,-1
COC(=O)COc1ccccc1/C=C1/NC(=O)NC1=O,-21,12,0,1.3,5,-10,2,24,14,-3,-2
CC(=O)N1CCN(CC(=O)Nc2ccc(SC(F)F)cc2)CC1,2,1,-2,0.6,-4,-5,0,16,5,-2,0
CC1(C)c2ccccc2N2CC(=O)N[C@@]21/C=C/C=C/c1ccccc1,-8,-4,3,-0.6,10,-9,6,31,-13,3,1
S=c1[nH]nc(Cc2cccs2)n1-c1ccccc1,-7,8,3,1.5,2,-14,4,4,-4,-5,-15
Cc1ccc(CSc2nc3c(c(=O)[nH]c(=O)n3C)n2CCC(C)C)cc1,31,6,2,3.2,-18,5,38,5,23,8,nt
COc1ccccc1N1CCN(C(=O)CNC(=O)c2ccc(Cl)cc2Cl)CC1,0,2,0,1.5,6,-20,-8,13,8,-13,7
Cc1ccccc1C(=O)NCC(=O)OC(C)C(=O)NC(C)CCc1ccccc1 (configuration not stated),-12,3,4,0.3,7,-6,-1,3,1,2,3
COc1ccc(-c2cncnc2-c2ccc(OC)cc2O)cc1,1,22,-2,1.3,-9,-55,8,19,62*,-2,-6
CC(C)CC1NC(=O)N(CC(=O)NC2CCCc3ccccc32)C1=O (configuration not stated),2,8,0,-0.6,5,-5,14,10,-4,-11,4
COc1cccc(CN(C)CCCn2ccc(NC(=O)OCc3ccccc3)nc2=O)c1,10,9,nt,-1.0,5,-6,-4,-1,4,4,-6
CCN(CC)S(=O)(=O)c1ccc(N(C)Cc2cccc(OC)c2OC)nc1,85,5,0,-0.7,-1,3,7,14,-1,4,8
Cc1c(CCOC(=O)CC23CC4CC(CC(C4)C2)C3)sc[n+]1Cc1ccccc1,25,0,4,-1.4,-17,-21,-8,3,0,10,18
CCCCN(C(=O)c1ccc2c(c1)OCO2)c1c(N)n(CCCC)c(=O)[nH]c1=O,5,0,5,-0.5,2,-9,-3,6,-2,-5,-6
CCC(=O)N1CCN(c2ccc(NC(=O)COc3ccc(C)cc3C)cc2)CC1,25,7,5,-0.5,10,2,3,3,8,7,7
CCN(C(=O)COC(=O)c1c(C)nsc1NC)c1ccccc1,7,9,1,7.0,8,-7,10,7,-9,2,-5
O=C(c1ccccn1)N(Cc1ccco1)C1(C(=O)NC2CCCC2)CCCCC1,23,-4,-3,2.6,-17,-6,0,15,-12,-3,4
O=C(COC(=O)c1c2c(nc3ccccc13)/C(=C/c1cccc([N+](=O)[O-])c1)CCC2)NC1CCS(=O)(=O)C1 (configuration not stated),8,-15,-2,5.0,-5,1,40,-22,-1,13,3
Cc1cccc(OCCNc2nc3c(c(=O)n(C)c(=O)n3C)n2C)c1,29,8,1,-3.0,-3,19,1,5,8,-5,-7
Cc1ccc(Cl)c(OCC(O)CN(CCO)CCO)c1 (configuration not stated),-16,-3,-2,-0.5,8,-17,0,6,-14,3,3
NC(=O)c1ccc(-n2c(CCC(=O)O)ccc2-c2cccs2)cc1,-5,-6,3,-0.6,-5,-14,4,3,-3,-8,-6
COc1ccc(-n2nc3c(c2NC(=O)c2c(F)cccc2Cl)CS(=O)C3)cc1 (configuration not stated),-21,-3,5,0.0,-9,-7,-4,8,17,4,1
CCc1cc2c(=O)c(-c3nc4ccccc4n3C)coc2c(CN2CCCCC2)c1O,20,nt,nt,-0.5,9,-17,8,5,-10,2,-14
CC1(C(=O)Nc2cccc(OC(F)(F)F)c2)Cc2c(-c3ccc4c(c3)OCO4)ccnc2O1 (configuration not stated),3,nt,nt,-1.3,-8,2,25,-4,6,8,nt
CCOC(=O)c1sc(Nc2ccc(Br)cc2)nc1C,2,-8,2,-0.7,2,-44,-180,-258,-11,-24,-50
Nc1cc(=O)[nH]c(SCC(=O)Nc2ccc(Oc3ccccc3)cc2)n1,-7,2,2,-0.6,-7,-3,1,3,11,-1,-10
CCCCC1C2=C(CCCC2=O)OC2=C1C(=O)CCC2,-17,4,-1,0.6,-1,-3,10,7,-6,0,0
COC(=O)CCC(=O)NNC(=O)c1ccc(Cl)cc1Cl,-3,-16,9,3.2,3,-12,-17,13,6,2,1
Cc1ccnc(NC(=O)c2cc(S(=O)(=O)NCc3ccccc3)ccc2C)c1,-5,-1,3,0.7,0,5,8,-55,6,0,11
Cc1ccc2nc3c(cc(C(=O)NCc4ccccc4)c(=N)n3CCCn3ccnc3)c(=O)n2c1,-23,-23,nt,-0.9,7,25,54*,16,-22,7,-11
O=C(Nc1ccc2oc(=O)c(C(=O)O)cc2c1)Oc1ccccc1,-17,-4,nt,-2.3,10,5,2,15,-22,4,-2
CCN(c1ccccc1)S(=O)(=O)c1cc(C(=O)OC2CCOC2=O)ccc1C (configuration not stated),1,-6,1,-0.5,-1,2,9,8,4,3,4
Cc1ccc(CS(=O)Cc2ccc(C(=O)N3CCOCC3)o2)cc1 (configuration not stated),-16,2,5,-0.1,-2,20,12,18,11,-11,1
CS(=O)(=O)N(CC(=O)N1CCN(c2cccc(Cl)c2)CC1)c1ccccc1,19,7,0,1.1,1,-16,8,-2,1,23,-3
O=C(c1ccc(C23CC4CC(CC(C4)C2)C3)o1)N1CCOCC1,9,-2,6,-0.7,-3,-21,-57,-64,-3,-3,-16

4 of the compounds above, field by field:
Compound: O=C(Nc1ccc2oc(=O)c(C(=O)O)cc2c1)Oc1ccccc1
  Shn3 inh set2: -17 | EBV LMP1 NFkB: -4 | NR2E3 ag-2: nt | hiPSC survival: -2.3 | KKLEB tox: 10 | NR2E3 ag-1: 5 | Peg3 promoter: 2 | HIF-2a block: 15 | CF NFkB inh: -22 | TRAIL sens C8: 4 | MITF TRPM1 inh: -2
Compound: CCN(c1ccccc1)S(=O)(=O)c1cc(C(=O)OC2CCOC2=O)ccc1C (configuration not stated)
  Shn3 inh set2: 1 | EBV LMP1 NFkB: -6 | NR2E3 ag-2: 1 | hiPSC survival: -0.5 | KKLEB tox: -1 | NR2E3 ag-1: 2 | Peg3 promoter: 9 | HIF-2a block: 8 | CF NFkB inh: 4 | TRAIL sens C8: 3 | MITF TRPM1 inh: 4
Compound: Cc1ccc(CS(=O)Cc2ccc(C(=O)N3CCOCC3)o2)cc1 (configuration not stated)
  Shn3 inh set2: -16 | EBV LMP1 NFkB: 2 | NR2E3 ag-2: 5 | hiPSC survival: -0.1 | KKLEB tox: -2 | NR2E3 ag-1: 20 | Peg3 promoter: 12 | HIF-2a block: 18 | CF NFkB inh: 11 | TRAIL sens C8: -11 | MITF TRPM1 inh: 1
Compound: CS(=O)(=O)N(CC(=O)N1CCN(c2cccc(Cl)c2)CC1)c1ccccc1
  Shn3 inh set2: 19 | EBV LMP1 NFkB: 7 | NR2E3 ag-2: 0 | hiPSC survival: 1.1 | KKLEB tox: 1 | NR2E3 ag-1: -16 | Peg3 promoter: 8 | HIF-2a block: -2 | CF NFkB inh: 1 | TRAIL sens C8: 23 | MITF TRPM1 inh: -3

(cont.)
compound,Shn3 inh set2,EBV LMP1 NFkB,NR2E3 ag-2,hiPSC survival,KKLEB tox,NR2E3 ag-1,Peg3 promoter,HIF-2a block,CF NFkB inh,TRAIL sens C8,MITF TRPM1 inh
CC(NC(=O)COC(=O)c1cc(Cl)nc(Cl)c1)c1ccccc1 (configuration not stated),14,-1,-5,-0.3,2,-3,-3,10,-5,-5,4
CCc1ccccc1NC(=O)CN(C)C(=O)CN1C(=O)NC2(CCCCCC2)C1=O,-2,-17,0,-1.0,-10,-4,5,-12,9,-6,3
Cc1ccc(C(=O)NCCc2nnc3ccc(SCC(=O)NCc4ccc(F)cc4)nn23)cc1,4,-3,1,-0.4,-9,9,5,8,-12,1,2
Cc1cc(C)cc(N(C(=O)Cc2cccs2)C(C(=O)NC2CCCC2)c2ccc(C)o2)c1 (configuration not stated),16,-3,0,-0.6,-2,17,-1,-1,-11,14,4
CCOc1ccc(CNCc2cccnc2)cc1,10,-5,3,-1.1,-3,-2,-4,15,-1,-5,4
CCOC(=O)c1c(C)[nH]c(C(=O)N(C)CC(=O)Nc2ccc(OCC)c(OCC)c2)c1C,1,3,nt,-0.5,6,-2,0,-1,-9,8,nt
COc1ccc([C@H]2[C@@H]3C=CCC[C@@]3(C)C(=O)N2Cc2ccccc2)cc1Cl,5,0,-3,0.4,3,-4,29,6,4,5,1
CCN(CC)C(=O)CSc1nnc(-c2c[nH]c3ccccc23)o1,-26,-10,5,1.6,7,-5,-93,-130,-13,24,-22
CCOC(=O)Cc1csc(SCC(=O)Nc2cccc(Cl)c2)n1,14,-2,-1,-1.6,8,-19,4,8,-5,7,12
CCC(=O)N1CCN(c2ccc(Cl)cc2NC(=O)Cc2ccc(Cl)cc2)CC1,14,13,3,-1.1,6,-8,20,0,-11,-7,-5
Cc1ccc(-c2ccc(C(=O)O)c(C)n2)cc1,6,-2,1,3.0,-17,1,-14,-1,5,-10,10
Cn1nnnc1SCCNC(=O)C1CCC(=O)N(Cc2ccc(Cl)cc2)C1 (configuration not stated),3,5,-3,-0.2,13,-14,-6,8,-29,-25,-5
COc1ccc2c(c1)cc1c(=O)n(CC(=O)NCCCN3CCOCC3)nc(C)n12,2,-21,-3,0.0,-1,7,5,6,2,-14,2
COc1cccc(OCCCN2CCCCCC2)c1,7,-5,3,-1.3,-21,11,1,10,-1,0,1

Record cards (already shown). Order of values: Shn3 inh set2	EBV LMP1 NFkB	NR2E3 ag-2	hiPSC survival	KKLEB tox	NR2E3 ag-1	Peg3 promoter	HIF-2a block	CF NFkB inh	TRAIL sens C8	MITF TRPM1 inh
`CCOC(=O)Cc1csc(SCC(=O)Nc2cccc(Cl)c2)n1` as listed: 14	-2	-1	-1.6	8	-19	4	8	-5	7	12
`CCOC(=O)c1c(C)[nH]c(C(=O)N(C)CC(=O)Nc2ccc(OCC)c(OCC)c2)c1C` as listed: 1	3	nt	-0.5	6	-2	0	-1	-9	8	nt
`Cn1nnnc1SCCNC(=O)C1CCC(=O)N(Cc2ccc(Cl)cc2)C1` (configuration not stated) as listed: 3	5	-3	-0.2	13	-14	-6	8	-29	-25	-5
`Cc1cc(C)cc(N(C(=O)Cc2cccs2)C(C(=O)NC2CCCC2)c2ccc(C)o2)c1` (configuration not stated) as listed: 16	-3	0	-0.6	-2	17	-1	-1	-11	14	4

Source: PubChem BioAssay (several laboratories)
